High-throughput results as filed in PubChem.
SRC1 inh – human NCOA1 inhibition; Q15788; HEK293 GAL4-SRC1 luciferase reporter, luminescence; inhibition, % at 3.6 µM; hit rate 0.12% among 360,000; AID 588354;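 active = inhibition above the campaign mean plus 3 SD, with each screening campaign given its own cutoff, cut at about 60% in these data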;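 note: 0% = DMSO treated cells and 100% = gossypol at 36 µM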
NCOA2 inhibitor – human SRC2 (NCOA2) inhibition; AID 651957; hit rate 0.17% among 370,000; HEK293 GAL4-SRC2 luciferase reporter, luminescence; Q15596; inhibition, % at 9 µM;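 active = inhibition above the mean inhibition of all tested compounds plus 3 SD, set per campaign, cut at about 52% in these data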;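 note: 0% = DMSO treated cells and 100% = cells given Gossypol at 36 µM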
TLR9-MyD88 inh – TLR9-MyD88 interaction inhibition. hit rate 0.21% among 340,000. Q9NR96+Q99836. inhibition, % at 4.98 µM. CHO BLA complementation TLR9-MyD88, CCF4 FRET ratio;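 active = inhibition above the mean over all tested compounds plus 3 SD, cut at about 21% in these data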;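 note: 0% = DMSO only wells and 100% = clavulanate BLA inhibitor control wells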
TWEAK Fn14 block – TWEAK-Fn14 signaling inhibition; TWEAK-stimulated Fn14 reporter cells, luciferase luminescence, 8 h; inhibition, % at 10 µM; hit rate 2% among 360,000; AID 1159606; in the data active = inhibition above about 50%
EBV LMP1 NFkB – Epstein-Barr LMP1 NF-kappaB reporter inhibition; hit rate 0.69% among 350,000; LMP1-induced NF-kappaB luciferase reporter cells, luminescence; inhibition, % at 12.5 µM; in the data active = inhibition above about 41%;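 note: 0% = neutral control wells and 100% = reference inhibitor control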
TROY signal inh – blocks TROY-dependent signaling in reporter cells; Q293 LMP1-TROYcd NF-kB luciferase reporter, 4 h; inhibition, % at 10 µM; hit rate 0.98% among 360,000;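 active = compounds whose plate-normalised and pattern-corrected inhibition of the luciferase reporter signal at the single screening dose is 50% or more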
C8 TRAIL sens – caspase-8 TRAIL sensitization. NB7+C8 cells + TRAIL, ATPlite viability luminescence. inhibition (viability loss, TRAIL sensitization), % at 10 µM. hit rate 1% among 360,000;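 active = compounds causing at least 50% loss of cell viability in the single-dose screen, relative to plate controls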
NR2F2 inh – NR2F2 (human) inhibition, primary screen. P24468. hit rate 0.7% among 370,000. HEK293T NGFI-A luciferase reporter, luminescence. inhibition, % at 8.6 µM. AID 686940;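 active = inhibition above a per-plate cutoff, mean inhibition of test wells between control levels plus 3 SD, cut at about 38% in these data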;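 note: cells cotransfected with COUP-TFII expression vector driving the NGFI-A reporter; 0% = median of COUP-TF2 test wells and 100% = reporter-only cells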
Target sequence (P24468 whole entry, looked up): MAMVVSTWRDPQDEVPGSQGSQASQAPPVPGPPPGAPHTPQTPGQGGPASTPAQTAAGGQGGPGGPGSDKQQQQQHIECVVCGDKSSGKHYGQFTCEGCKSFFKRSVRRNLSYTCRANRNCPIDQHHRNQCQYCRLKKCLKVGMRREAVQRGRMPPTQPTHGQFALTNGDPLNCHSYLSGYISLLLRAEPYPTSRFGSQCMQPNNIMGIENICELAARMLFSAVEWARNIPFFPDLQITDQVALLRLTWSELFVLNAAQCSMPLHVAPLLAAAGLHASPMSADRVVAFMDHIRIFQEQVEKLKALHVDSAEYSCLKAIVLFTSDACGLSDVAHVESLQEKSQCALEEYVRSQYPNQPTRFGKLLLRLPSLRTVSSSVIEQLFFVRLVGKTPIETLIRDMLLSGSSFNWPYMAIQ
NOD2 RIPK2 PPI – NOD2-RIPK2 protein interaction inhibition; CHO BLA complementation NOD2-RIPK2, CCF4 ratio; hit rate 0.38% among 360,000; inhibition, % at 4.98 µM; O43353; in the data active = inhibition above about 21%;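 note: 0% = vehicle only and 100% = reference blocker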
NCOA3 inh – inhibitors of human steroid receptor coactivator 3 (SRC3); HEK293 GAL4-SRC3 luciferase reporter, luminescence; inhibition, % at 3.6 µM; AID 588352; hit rate 0.17% among 360,000;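 active = inhibition above a per-campaign cutoff, the mean of all compounds plus 3 SD, cut at about 60% in these data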;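 note: 0% = DMSO-treated cells and 100% = gossypol-treated cells at 36 µM; higher means less SRC3-driven luciferase light from the GAL4 reporter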
LRH-1 inv ag – suppresses constitutive activity of human LRH-1 | HEK293T StAR-luciferase reporter, LRH-1 transfected, 24 h | inhibition, % at 3.6 µM | hit rate 0.13% among 360,000 | AID 602396;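 active = inhibition above the mean inhibition of all tested compounds plus 3 SD, cut at about 73% in these data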;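 note: 0% = DMSO wells and 100% = reporter-only cells lacking LRH-1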
Target sequence (O00482 whole entry, looked up): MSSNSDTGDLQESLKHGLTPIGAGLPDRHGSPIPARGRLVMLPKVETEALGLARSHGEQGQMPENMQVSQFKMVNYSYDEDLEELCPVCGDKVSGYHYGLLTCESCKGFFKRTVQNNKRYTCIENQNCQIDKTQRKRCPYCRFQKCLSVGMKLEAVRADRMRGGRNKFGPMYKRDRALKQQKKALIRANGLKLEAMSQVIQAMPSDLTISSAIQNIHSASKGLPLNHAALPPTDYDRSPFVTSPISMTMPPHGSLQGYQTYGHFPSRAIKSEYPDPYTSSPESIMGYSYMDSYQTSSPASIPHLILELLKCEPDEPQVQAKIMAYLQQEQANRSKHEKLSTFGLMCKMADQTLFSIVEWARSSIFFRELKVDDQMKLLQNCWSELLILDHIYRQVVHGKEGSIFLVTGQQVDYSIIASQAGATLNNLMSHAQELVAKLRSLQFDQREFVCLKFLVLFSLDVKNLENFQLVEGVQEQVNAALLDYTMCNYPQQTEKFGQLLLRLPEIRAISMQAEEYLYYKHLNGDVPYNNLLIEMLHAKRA
Numbers without * were called inactive; . = no result given. This is a subset. The share of hits here may be higher or lower than overall.

canonical_smiles	TROY signal inh	LRH-1 inv ag	NOD2 RIPK2 PPI	NCOA3 inh	TWEAK Fn14 block	NCOA2 inhibitor	EBV LMP1 NFkB	NR2F2 inh	C8 TRAIL sens	SRC1 inh	TLR9-MyD88 inh
Cc1nnc(SCC(=O)Nc2ccc(C(N)=O)cc2)n1-c1ccccc1	6	10	6	4	-18	1	-6	5	22	3	-11
Cc1cc(C)cc(N(CC(=O)NCC2CCCO2)C(=O)CN2C(=O)COc3ccccc32)c1 (stereo not drawn)	1	8	5	13	22	-20	5	17	-7	-7	-3
CCn1cc(Br)c(C(=O)Nc2ccc(Cl)c(Cl)c2)n1	-45	-33	2	-44	-14	-29	-34	-41	8	-52	2
c1ccc2c(-c3cncc4ccccc34)cncc2c1	34	-12	-11	36	54*	21	9	25	12	39	-13
COc1cccc(NC(=O)Cn2cc(C(=O)C3CC3)c3ccccc32)c1	-17	-4	2	-14	9	-22	0	-2	22	-23	1
COc1ccc(OC)c(/C=N/NC(=O)c2ccc(=O)[nH]n2)c1	8	7	0	5	-12	-18	-3	-7	-3	6	4
COc1ccc(N2CCN(C(=O)Nc3ccc(S(=O)(=O)N(C)C)cc3)CC2)cc1	-9	-8	1	-15	0	-18	6	-8	-12	3	0
COc1ccc(NS(=O)(=O)c2ccc(C)c(C(=O)N3CC(C)OC(C)C3)c2)cc1 (stereo not drawn)	1	7	-2	0	-11	-2	-1	0	-6	-15	7
CCN(CC)CCNC(=O)CCc1n[nH]c(=O)c2ccccc12	6	5	5	-1	-5	-51	0	9	1	-6	0
CC(=O)c1cccc(CN2CCN(CCC(C)C)C(CCO)C2)c1 (stereo not drawn)	-14	-3	-9	5	0	5	2	8	21	0	-7
O=C1N=C(N2CCOCC2)S/C1=C\c1ccncc1	20	14	3	29	7	26	7	5	7	22	8
COCc1cc(C)nc(SCC(=O)NCC2CCCO2)c1C#N (stereo not drawn)	-12	1	1	17	-11	16	-16	14	-11	5	3
Cc1cc(C(=O)c2ccccc2)nc2ccccc12	-11	-9	-8	-4	0	-30	10	0	-2	-6	-1
COc1ccc(/C=C2\N=C(C)OC2=O)cc1[N+](=O)[O-]	7	-3	1	19	16	-13	46*	14	-24	8	-4
COC(=O)CNC(=O)C1CC(=O)N(CCc2ccc(F)cc2)C1 (stereo not drawn)	18	7	-1	9	6	-4	2	-5	-11	-20	8
C/C(=N\Nc1nc(N2CCCCC2)nc(N2CCOCC2)n1)c1ccccc1O	-6	-12	-4	-19	4	7	-33	-16	-9	3	.
O=C(Cc1ccccc1)c1ccccc1C(=O)N1CCCCC1	-20	18	4	4	-10	-15	1	0	-2	-19	-7
COc1ccc(S(=O)(=O)NNC(=S)NCCc2ccccc2)c(OC)c1	7	12	0	-8	-5	3	-4	-5	-14	-5	-8
COc1ccc(NC(=O)CNC(c2ccccc2)c2ccccc2)cc1Cl	23	11	0	2	43	8	0	7	-6	7	-1
Cc1cccc(N(C(=O)c2csnn2)C(C(=O)NC2CCCC2)c2ccncc2)c1 (stereo not drawn)	0	-2	-10	-1	6	-11	1	-1	-3	-23	-4
Cc1cn([C@H]2C[C@H](O)[C@@H](CCC(=O)NCc3cccs3)O2)c(=O)[nH]c1=O	9	-12	3	7	-1	-1	.	2	2	17	.
CC(C)C[C@H]1CN([C@@H](CC(C)C)CN2CCC[C@@H]2CN2C(=O)C(=O)NC[C@@H]2Cc2ccccc2)C(=O)C(=O)N1CCc1ccccc1	16	27	-16	4	28	0	9	22	-8	4	-8
CC(=O)NC(Cc1ccc(F)cc1)C(=O)NC1CCN(S(=O)(=O)c2ccccc2)CC1 (stereo not drawn)	3	-6	5	8	37	-6	2	2	-2	4	-12
CN1CCN2c3ccccc3CC(C#N)(C#N)C2C1 (stereo not drawn)	19	6	4	6	0	6	.	10	-8	-2	.
COc1ccc(C2N(c3ccc(F)cc3)C(=O)C3CCCN32)cc1 (stereo not drawn)	-19	4	1	-5	4	-15	7	-8	1	-1	-2
CC(=O)N1c2ccccc2C(C)(C)C2CCC(C)CC21 (stereo not drawn)	-7	-2	-5	-14	3	-4	6	3	1	-9	-9
O=C(CN1CCN(c2ccccc2F)CC1)NCc1ccc(Cl)cc1	-3	-2	0	-5	11	0	-1	-27	5	-5	3
CC12CCC(=O)N1C(C(=O)OCc1c(Cl)cccc1Cl)CS2 (stereo not drawn)	-3	4	0	-4	12	6	-1	19	-5	-11	5
O=C(NCC(=O)N(c1ccc(F)cc1)C(C(=O)NC1CCCCC1)c1ccncc1)c1ccco1 (stereo not drawn)	-6	-1	-3	0	14	13	-4	5	-1	-15	3
CCOc1cc(/C=N/n2cnnc2)ccc1O	-33	22	-3	-7	-3	-7	4	9	7	-5	8

Some entries already given, reduced to TROY signal inh and EBV LMP1 NFkB.
Compound | TROY signal inh | EBV LMP1 NFkB
O=C1N=C(N2CCOCC2)S/C1=C\c1ccncc1 | 20 | 7
COCc1cc(C)nc(SCC(=O)NCC2CCCO2)c1C#N (stereo not drawn) | -12 | -16

(listing goes on)
canonical_smiles	TROY signal inh	LRH-1 inv ag	NOD2 RIPK2 PPI	NCOA3 inh	TWEAK Fn14 block	NCOA2 inhibitor	EBV LMP1 NFkB	NR2F2 inh	C8 TRAIL sens	SRC1 inh	TLR9-MyD88 inh
CCC(c1nnnn1C1CCCC1)N(Cc1cccs1)Cc1cc2cccc(C)c2[nH]c1=O (stereo not drawn)	-19	1	7	10	2	10	2	-13	12	-2	-18
COc1ccc([C@@H]2CC(=O)c3c(O)cc(O[C@@H]4O[C@H](CO[C@@H]5O[C@@H](C)[C@H](O)[C@@H](O)[C@H]5O)[C@@H](O)[C@H](O)[C@H]4O)cc3O2)cc1O	5	-23	-8	-4	6	6	-2	10	-10	-41	-5
COCCNC(=O)C(c1ccc(F)cc1)N(Cc1ccco1)C(=O)CCC(=O)Nc1nccs1 (stereo not drawn)	1	2	8	-7	-7	-13	-4	-5	-6	-7	-4
Cc1ccc(-c2nnc(OCCN3CCOCC3)c3ccccc23)cc1	-3	-10	7	-11	2	8	17	-5	0	-11	6
CCCCN(C(=O)c1cccc(N2C(=O)c3ccccc3C2=O)c1)c1c(N)n(CC(C)C)c(=O)[nH]c1=O	17	-4	-7	22	3	-15	4	-1	24	6	-6
COc1ccc(S(=O)(=O)N(C)C[C@H]2Oc3ccc(NS(=O)(=O)c4ccccc4)cc3CC(=O)N([C@H](C)CO)C[C@@H]2C)cc1	-17	4	6	-41	-6	-7	-10	4	-3	4	-4
COc1cccc(C(=O)N(Cc2ccco2)c2c(N)n(Cc3ccccc3)c(=O)[nH]c2=O)c1	-13	-3	4	-26	-7	-27	3	4	-3	0	-8
COc1ccccc1NC(=O)C1CCCN(S(=O)(=O)c2cccc3nsnc23)C1 (stereo not drawn)	14	-6	-4	-9	2	-13	-1	2	1	-3	-5
C=CCN1CN(CCc2ccccc2)CNC1=S	1	-1	-9	23	-17	16	.	-5	-19	13	.
CC(=O)Nc1ccc2nc(C3CC3)n(Cc3ccc(Cl)cc3)c(=O)c2c1	-56	-103	1	-56	-52	-82	-33	-31	-7	-69	-9
Cc1c(C(=O)NCc2ccccc2C(F)(F)F)sc(=O)n1Cc1ccc2c(c1)OCO2	-4	1	-6	5	2	-4	.	6	-24	11	.
COCCN(Cc1ccccc1)C(=O)C1CCN(C(=O)Nc2ccccc2)CC1	-4	2	-4	-4	-2	9	-2	-5	0	6	-12
O=C(O)c1cc(NS(=O)(=O)c2ccc(NC3CCCCC3)c([N+](=O)[O-])c2)cc(C(=O)O)c1	9	13	0	4	1	-41	-1	8	1	-2	2
CCOC(=O)CCc1c(C)n[nH]c1C	-6	19	-2	13	-15	0	4	-24	-10	2	5
CCOC(=O)c1ccc(S(=O)(=O)Nc2cc(C(C)(C)C)no2)cc1	-1	-2	-15	-4	-5	-33	-13	2	-4	-14	-1
COc1ccc(S(=O)(=O)N2CCOCC2)cc1NC(=O)COc1ccc(C(C)=O)cc1OC	-27	10	0	2	-21	-29	2	-5	0	0	7
Cc1ccc(Cn2c(SCC(N)=O)nc3c2c(=O)n(C)c(=O)n3C)cc1	-2	-5	10	13	-10	11	-2	-2	1	-11	3
CCOC1=C2[C@H](c3cccs3)N(S(=O)(=O)c3ccc(C)cc3)C[C@H]2n2c(=O)n(-c3ccccc3)c(=O)n2C1	1	1	-6	21	9	-17	.	1	5	-35	.
COc1ccc(N2CCN(S(=O)(=O)CCNC(=O)/C=C/c3ccccc3)CC2)cc1	-6	-30	-11	0	-2	1	6	-4	-40	-4	2
CCC1SC(C)C/C(=N/NC(N)=O)C1C (stereo not drawn)	6	13	3	5	15	-12	-2	15	-12	1	-13
O=C(Cc1ccccc1)Nc1scc(-c2ccccc2)c1C(=O)N1CCOCC1	-13	-9	-2	23	-6	.	-4	.	3	2	-5
O=c1c2ccccc2ncn1CCOCCOc1cccc(Br)c1	0	7	-2	6	9	-39	1	11	-5	-18	1
O=C1OC(/C(=C\NCc2ccccc2)[N+](=O)[O-])c2ccccc21 (stereo not drawn)	9	-18	-4	2	-25	5	-3	0	28	-2	.
CCOC(=O)CSc1nc2ccc(C)cc2n2cnnc12	-41	-1	1	1	2	-46	-4	-6	-1	4	-4
CCN(CC)C(=O)c1cc2c(=O)oc3ccccc3c2s1	-28	-11	6	-27	-29	6	-13	-7	2	5	-12
CON(C)S(=O)(=O)c1ccc2c(c1)NC(=O)C1CCCN21 (stereo not drawn)	14	7	0	0	-21	-16	-16	10	-2	-25	-19
O=C1/C(=C/c2coc3ccc(O)cc3c2=O)SC(=S)N1c1ccccc1	-18	7	5	16	-15	4	-5	-11	0	-9	-7
O=C(c1cccs1)c1coc2ccc(O)c(CN3CCOCC3)c12	-8	9	1	10	-12	-26	1	-2	-8	-8	-3
O=C(c1ccc([N+](=O)[O-])s1)N1CCN(c2ccccc2)CC1	12	17	-1	13	32	-24	-8	17	11	9	0
O=C(CC(SCCO)c1ccc2c(c1)OCO2)c1cccs1 (stereo not drawn)	-72	-68	9	-35	-17	-15	-33	-18	-6	-67	7
CC(C)Cc1cc(C(=O)NCCc2ccccc2)no1	-45	-102	-11	-158	-2	-35	-36	-53	14	-90	10
Cc1cccc2sc(NC(=O)C3CCN(S(=O)(=O)c4cc([N+](=O)[O-])ccc4Cl)CC3)nc12	6	-2	5	10	54*	0	8	29	22	-1	2
Cc1nc2sc(C(c3cccc(F)c3)N3CCCC(C)C3)c(O)n2n1 (stereo not drawn)	1	8	7	11	-13	8	4	9	0	9	3
COc1ccc(Cl)cc1NC(=S)NCCc1ccc(F)cc1	-4	-6	3	20	6	.	-2	.	9	15	-6
CC1CC(C)CN(C(C(=O)NC2CCCCC2)c2ccnc3ccccc23)C1 (stereo not drawn)	-10	-8	-6	16	4	13	.	-1	-1	-3	.
